Compound activity deposited in PubChem by Broad Institute.
ERAP1 HTS inh – inhibitors of human ERAP1 aminopeptidase. 340,000 tested, 0.15% active. inhibition, % at 10.7 µM. recombinant ERAP1, Leu-AMC fluorescence, 60 min;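 active = mean replicate inhibition of at least 30%, or all replicates individually reaching that 30% level; inactive = mean below 30% and not every replicate reaching it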;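 note: 0% = neutral control wells and 100% = L-leucinethiol positive control wells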
Target sequence (Q9NZ08 whole entry, looked up): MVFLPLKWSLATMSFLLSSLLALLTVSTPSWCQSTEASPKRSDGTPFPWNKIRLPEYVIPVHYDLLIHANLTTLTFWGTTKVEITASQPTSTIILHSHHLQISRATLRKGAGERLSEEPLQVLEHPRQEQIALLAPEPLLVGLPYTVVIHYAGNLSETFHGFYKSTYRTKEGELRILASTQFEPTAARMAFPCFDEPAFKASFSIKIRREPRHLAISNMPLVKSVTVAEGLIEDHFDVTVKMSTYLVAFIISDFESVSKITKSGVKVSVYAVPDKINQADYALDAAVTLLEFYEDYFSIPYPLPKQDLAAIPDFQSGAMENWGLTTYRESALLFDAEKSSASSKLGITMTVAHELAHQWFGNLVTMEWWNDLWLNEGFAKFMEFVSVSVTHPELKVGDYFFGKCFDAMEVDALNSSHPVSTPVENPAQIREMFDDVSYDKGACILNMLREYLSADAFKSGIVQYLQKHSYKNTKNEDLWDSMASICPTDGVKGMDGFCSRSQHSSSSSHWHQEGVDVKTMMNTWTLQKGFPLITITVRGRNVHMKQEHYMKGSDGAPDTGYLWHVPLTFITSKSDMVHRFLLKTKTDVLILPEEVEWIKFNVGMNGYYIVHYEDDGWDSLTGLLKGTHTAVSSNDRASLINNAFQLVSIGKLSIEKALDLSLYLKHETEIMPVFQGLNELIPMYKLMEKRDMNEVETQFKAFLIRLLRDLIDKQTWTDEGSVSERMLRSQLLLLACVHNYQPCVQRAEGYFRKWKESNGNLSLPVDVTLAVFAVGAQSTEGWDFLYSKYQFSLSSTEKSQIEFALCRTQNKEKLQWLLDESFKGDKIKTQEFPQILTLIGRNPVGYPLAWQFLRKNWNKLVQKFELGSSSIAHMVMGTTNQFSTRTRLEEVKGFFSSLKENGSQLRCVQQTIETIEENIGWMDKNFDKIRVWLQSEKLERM
EWS-Fli inh – inhibitors of EWS/Fli oncoprotein transcriptional activity; A673 NR0B1-luciferase reporter, viability-normalised; 350,000 tested, 0.67% active; inhibition, % at 12.6 µM;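 active = mean inhibition of at least 50% after viability correction, with every replicate also passing that limit; inconclusive = mean reaches 50% but only one of two replicates passes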;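 note: firefly luciferase signal divided by Alamar Blue viability fluorescence both relative to DMSO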
S100A4 MyoIIA – S100A4-myosin IIA interaction inhibition; S100A4/TAMRA-MyoIIA peptide fluorescence polarization; inhibition, % at 10.7 µM; 360,000 tested, 0.14% active; P26447;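 active = mean inhibition of at least 70% across replicates, with every replicate also reaching that level; inconclusive = mean inhibition reaches 70% but some replicates fall short; inactive = mean inhibition below 70%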
Target sequence (P26447 whole entry, looked up): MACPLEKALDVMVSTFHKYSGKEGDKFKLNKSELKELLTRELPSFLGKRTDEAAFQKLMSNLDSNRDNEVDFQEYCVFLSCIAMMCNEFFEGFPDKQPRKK
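Material: S100A4 monomer (human). Medium: Calcium-containing HEPES buffer, pH 7.2. Probe or stimulus: labelled myosin peptide probe, 5 nM. Compound dosing: one concentration per compound. Timing: polarization read 5 min after assay mix addition, stable 5–60 min. Benchmarks: DMSO as neutral control, TFP as positive control.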
PGC1a acetyl inh – modulators of PGC1a acetylation | U2OS PGC1a acetylation, AlphaScreen anti-acetyl-lysine; with virally co-expressed GCN5 acetyltransferase | inhibition, % at 15.6 µM | 350,000 tested, 0.17% active | AID 651687;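 active = every replicate shows inhibition of at least 40%; inconclusive = mean inhibition at least 40% but some replicate below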;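 note: 0% = neutral control wells and 100% = positive control wells; some results beyond the cut were filed as inactive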
PglD inh – inhibitors of Campylobacter jejuni PglD acetyltransferase; purified PglD enzyme, DTNB colorimetric CoA detection; inhibition, % at 12.5 µM; 360,000 tested, 0.098% active; in the data active = inhibition above about 16%, passing the limit was not always enough; inconclusive = no clear call, values can overlap the other calls; note: strong numbers were not always called active
LGR2 antag – inhibitors of bursicon-induced Drosophila LGR2 receptor cAMP signaling; 380,000 tested, 0.35% active; inhibition, % at 9.99 µM; HEK293 LGR2, CRE-luciferase, bursicon-stimulated, 4 h; AID 720647;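 active = drop in luminescence signal, shown as inhibition above about 50% in the replicate tests, limit read from the data, passing the limit was not always enough; inconclusive = probably only some replicates passing the limit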;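 note: agonist challenge used bursicon conditioned medium at about half maximal strength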
FN deposit inh – fibronectin deposition inhibition; AH1F fibroblasts, Alexa488-fibronectin deposition fluorescence, overnight; inhibition, % at 12.6 µM; 350,000 tested, 0.086% active;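 active = mean inhibition across replicates of 30% or more, regardless of how many single replicates reach that level; inconclusive = mean under 30% yet at least half of replicates reach 30%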;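 note: positive control wells lacked labelled fibronectin entirely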
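Assay system: AH1F fibroblasts / Quantity: 10000 cells per well / Medium: DMEM plus 2% serum, read in PBS / Reagent: labelled fibronectin 24 nM / Dosing: single dose, pinned / Times: 1 h cell attachment, overnight exposure to compound and label / Signal: fluorescence, ex 485 nm, em 525 nm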
PAX8 inh HTS – lowers PAX8-driven luciferase in RMG-I cells | inhibition, % at 12.6 µM | 360,000 tested, 1.2% active | RMG-I TPO-luciferase reporter, SteadyGlo, 24 h | AID 652154;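 active = mean replicate inhibition at least 60% with every replicate also reaching 60%; inconclusive = only one of the two criteria is met; inactive = mean below 60% and not all replicates reaching 60%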;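 note: luciferase light reporting Pax8 driven TPO promoter activity; plate controls were median of neutral control wells for no effect and mitoxantrone controls for full effect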
The depositor's hits bear a star; ? = inconclusive; nt = no result given; & = joins results of further samples.

molecule | ERAP1 HTS inh | EWS-Fli inh | S100A4 MyoIIA | PGC1a acetyl inh | PglD inh | LGR2 antag | FN deposit inh | PAX8 inh HTS
COc1ccc(N=C(N(C)C)P(=O)(N(C)C)N(C)C)cc1 | 0 | 1 | -2 | -6&-9 | 5 | 39 | 4&-3 | 10
c1ccc(CNc2ncnc3ccccc23)cc1 | 2 | 5 | 0 | 11&9 | 1&10 | 29 | 4&0 | -26
CC1=C(C(=O)OCc2ccccc2)C(c2ccc(Cl)cc2)NC(=O)N1C (stereo not given) | 0 | 8 | -2 | 5 | -1 | nt | -5 | 7
COc1ccc(NC(=O)CCNS(=O)(=O)c2ccc(Cl)c([N+](=O)[O-])c2)cc1S(N)(=O)=O | -2 | 9 | 0 | 4 | -4 | 16 | 2 | 1
COc1ccc(S(=O)(=O)N(C)C[C@@H]2Oc3ccc(NC(=O)CCN4CCOCC4)cc3C(=O)N([C@H](C)CO)C[C@@H]2C)cc1 | -1 | 7 | 5 | -2 | -1 | 12 | nt | nt
C[C@@H]1CN([C@@H](C)CO)C(=O)c2cccc(NC(=O)C3CC3)c2O[C@@H]1CN(C)C(=O)Nc1ccc2c(c1)OCO2 | 1 | -2 | 4 | 2 | -3 | -10 | nt | nt
C[C@@H]1CCCCO[C@H](CN(C)S(=O)(=O)c2ccccc2)[C@@H](C)CN([C@H](C)CO)C(=O)c2cc(NS(C)(=O)=O)ccc2O1 | 3 | -3 | 1 | 5 | 0 | -12 | nt | -5
COc1cccc(S(=O)(=O)N[C@H]2CC[C@H](CCn3cc(-c4ccccc4)nn3)O[C@@H]2CO)c1 | 6 | 36 | -1 | 4 | 3 | 9 | nt | 11
O=C(C[C@H]1CC[C@H]2[C@@H](COC[C@H](O)CN2Cc2ccncc2)O1)NCC1CC1 | 0 | 1 | -72 | 5 | 0 | 3 | 1 | -6
Cc1ccc(-n2nnnc2SCC(=O)NC(=O)Nc2ccc3c(c2)OCCO3)cc1 | 3 | -62 | 3 | nt | nt | -20 | nt | nt
COCC#Cc1cnc2c(c1)C(=O)N([C@@H](C)CO)C[C@@H](C)[C@@H](CN(C)C(=O)c1cnccn1)O2 | 7 | -7 | 1 | 8 | 0 | -1 | nt | nt
O=C(CN1CCOCC1)NCC[C@H]1CC[C@@H](NS(=O)(=O)c2ccc(F)cc2)[C@H](CO)O1 | 1 | 1 | -1 | 9 | -13 | -8 | nt | -18
C[C@H](CO)N1C[C@H](C)[C@H](CN(C)C(=O)NC2CCCCC2)Oc2ccc(NS(=O)(=O)c3ccc(Cl)cc3)cc2C1=O | -1 | 2 | -38 | -15 | -1 | -11 | 2 | -9
C[C@H](NC(=O)C[C@H]1C=C[C@@H](NC(=O)C2CC2)[C@H](CO)O1)c1ccccc1 | -1 | 0 | -11 | -6 | -1 | 12 | -2 | 4
O=C(/C=C/c1cccc([N+](=O)[O-])c1)N1CC[C@@]2(O)CCCC[C@H]2C1 | 3 | -28 | 2 | 1 | 1 | -2 | 10 | 21
CCOC(=O)c1ccc(-n2c(CN3CCN(CC)CC3)nc3ccc([N+](=O)[O-])cc3c2=O)cc1 | 4 | 3 | 3 | -3 | nt | 2 | 8 | 11
Cc1cc(Br)c(NC(=O)CN(C)CCOc2ccccc2)c(Br)c1 | 3 | -9 | 5 | nt | nt | -22 | 9 | -8
C[C@H]1CN([C@@H](C)CO)C(=O)c2cc(NC(=O)Cn3cnnn3)ccc2O[C@H]1CN(C)S(C)(=O)=O | -1 | 5 | 3 | 4 | -5 | 3 | nt | nt
O=C(CN1C(=O)S/C(=C\c2ccccc2F)C1=O)NC1CCS(=O)(=O)C1 (stereo not given) | -3 | nt | 0 | -2 | -1 | 6 | -3 | 14
C[C@@H]1CN([C@@H](C)CO)C(=O)Cc2cc(NS(=O)(=O)c3ccc(Cl)cc3)ccc2O[C@H]1CN(C)Cc1ccncc1 | -2 | -4 | -2 | -1 | 0 | 17 | -1 | 5
C[C@@H](O)C#Cc1ccc2c(c1)O[C@H](CN(C)Cc1cccnc1)[C@@H](C)CN([C@@H](C)CO)S2(=O)=O | -1 | 4 | 3 | -5 | -3 | 0 | -4 | nt
CCOC(=O)C1=C[C@@H](C(C)(C)C)N(S(=O)(=O)c2ccc(C)cc2)[C@H]1c1cccc2ccccc12 | 1 | -12 | -2 | -100 | -5 | 0 | -1 | -7
O=c1[nH][nH]c2c1C(c1ccc(F)cc1)OC(CCc1ccccc1)C2 (stereo not given) | nt | -4 | 1 | nt | nt | -3 | -8 | -29
CCOC(=O)c1oc2ccc(CNC(C)(C)C)c(Cl)c2c1C | -1 | -13 | 5 | nt | 6 | -12 | nt | nt
O=C(NCc1ccncc1)[C@H]1[C@H](CO)[C@H]2Cn3c(ccc(-c4cccnc4)c3=O)[C@H]2N1C(=O)C1CC1 | -5 | 1 | 8 | 1 | 7 | -12 | nt | -8
O=C(C[C@H]1CC[C@H]2[C@@H](COC[C@@H](O)CN2C(=O)Nc2ccc(Cl)cc2)O1)NCC1CC1 | 0 | -6 | 4 | 1 | 2 | -27 | -11 | -60
COc1ccc(-c2cc(=O)c3cc(OC)c(OC)cc3[nH]2)cc1 | 1 | -5 | 10 | 8 | -2 | 4 | 10 | -7
O=C1CCC(C(=O)N2CCSCC2)CN1Cc1ccc(Cl)cc1 (stereo not given) | 2 | 2 | -3 | 7 | 5 | 2 | -7 | -11
Cn1c(Cc2ccccc2)nnc1SCC(=O)c1ccc(Br)s1 | nt | nt | nt | 1 | -2 | nt | 12 | 8
Cc1ccccc1S(=O)(=O)NC(=O)C1(C)CCN1C(=O)CC(c1ccccc1)c1ccccc1 (stereo not given) | -1 | -12 | -4 | -3 | -2 | -16 | -8 | 6
Cc1ccc(SCc2ccc(C(=O)Nc3nccs3)o2)cc1 | 0 | nt | 4 | -5 | 2 | -68 | 2 | -162
Cc1cccc(NC(=S)N(CCN(C)C)C(C)c2cccnc2)c1 (stereo not given) | -2 | 9 | 28 | -6 | nt | -4 | 18 | -10
CC(=O)Nc1ccc(S(=O)(=O)NC(C)C(=O)OCCOc2ccc(F)cc2)cc1 (stereo not given) | 0 | 7 | 1 | -1 | 3 | -9 | 10 | -6
CC(C)=CCc1c2c(c3occ(-c4ccc(O)cc4)c(=O)c3c1O)C=CC(C)(C)O2 | nt | 3 | -5 | -5 | -4 | nt | nt | nt
COc1ccc(Cl)cc1NC(=O)CN(C)C(=O)c1ccc2n[nH]nc2c1 | 2 | -3 | -10 | 3 | -2 | 12 | 10 | -2
COc1ccccc1-c1cn[nH]c1-c1ccc(OCc2ccccc2F)cc1O | -3 | 15 | 1 | 5 | 3 | 3 | 18 | 19
C[C@@H]1CN([C@@H](C)CO)C(=O)CCCn2cc(nn2)CO[C@H]1CN(C)S(=O)(=O)c1ccccc1 | -2&2&0 | -6&-1&0 | 0&18&4 | ? | -4&6&1 | 12&-10 | 9&7 | -2&17
CN1CCN(C(=O)C[C@@H]2CC[C@H]3[C@@H](COc4ccc(NC(=O)C5CC5)cc4C(=O)N3C)O2)CC1 | 1 | -10 | -6 | 2 | -12 | -7 | -1 | -8
CCS(=O)(=O)c1ccc(O)c(NC(=O)Nc2ccc(C(C)(C)C)cc2)c1 | nt | 13 | -6 | -2 | 4 | nt | 3 | 12
CCOC(=O)c1c(NC(=O)Cc2ccccc2)sc2c1CCN(C)C2 | 6 | -3 | 1 | -5 | -4 | -14 | 7 | -2
CCCCC(=O)N(C)c1c(CC)nc2c(OCC(=O)N(C)C)cccn12 | 2 | -5 | -2 | nt | -1 | 7 | 2 | -9
CO[C@@H]1CN(C)C(=O)c2ccc(NC(C)=O)cc2OC[C@H](C)N(C(=O)c2ccccn2)C[C@H]1C | 3 | 4 | -13 | 3 | 2 | 5 | -14 | -15
O=C(NC1CCN(Cc2ccccc2)CC1)C1CCN(S(=O)(=O)c2ccc(Cl)cc2)CC1 | -3 | 11 | 0 | nt | nt | -4 | 1 | 23
O=C(Cc1ccc(S(=O)(=O)N2CCCC2)s1)N1CCN(c2ccccc2)CC1 | 5 | 0 | 4 | -4 | nt | -19 | nt | 11
COc1ccc2[nH]c3c(c2c1)CCN1C(=O)C(CC(=O)NCc2cccc(C(F)(F)F)c2)C[C@H](C(=O)N2CCOCC2)[C@@]31C (stereo not given in full) | -1 | -1 | 44 | 1 | 0 | -3 | 2 | 25
Cc1cc(C)cc(C(=O)OCC(=O)NCC(F)(F)F)c1 | 0 | -7 | -6 | nt | nt | 5 | -3 | -7
N#Cc1cc(Oc2ccccc2)c(-n2nnc3ccccc32)cc1C#N | nt | nt | nt | 4 | -1 | nt | 3 | 10
COc1ncccc1C(=O)N1CCCC(C(=O)c2cccc(OC(C)C)c2)C1 (stereo not given) | 7 | 7 | -28 | 7 | nt | -13 | -3 | 12
Cc1ccc2[nH]c(=O)c(CN(CCCN3CCOCC3)Cc3nnnn3C3CCCC3)cc2c1 | 1 | 7 | -2 | 13 | -3 | 10 | nt | nt
CN(C)CCCNC(=O)C1(O)c2cc(Br)ccc2NC(=O)N1c1ccc(Cl)cc1 (stereo not given) | 4 | -4 | -3 | 1 | -4 | -9 | 6 | 14
Cc1ccc(S(=O)(=O)N2CCOCC2)cc1-c1n[nH]c(=S)n1-c1ccccc1 | 46* | 5 | -4 | nt | -3 | -9 | 0 | -4
O=C(NCc1ccccn1)c1ccc(CNS(=O)(=O)c2cccc(C(F)(F)F)c2)cc1 | 1 | 0 | -2 | 10 | nt | 18 | -4 | 4

Gathered by group, the compounds so far with an NH in an aromatic ring.
molecule | ERAP1 HTS inh | EWS-Fli inh | S100A4 MyoIIA | PGC1a acetyl inh | PglD inh | LGR2 antag | FN deposit inh | PAX8 inh HTS
O=c1[nH][nH]c2c1C(c1ccc(F)cc1)OC(CCc1ccccc1)C2 (stereo not given) | nt | -4 | 1 | nt | nt | -3 | -8 | -29
COc1ccc(-c2cc(=O)c3cc(OC)c(OC)cc3[nH]2)cc1 | 1 | -5 | 10 | 8 | -2 | 4 | 10 | -7
COc1ccc(Cl)cc1NC(=O)CN(C)C(=O)c1ccc2n[nH]nc2c1 | 2 | -3 | -10 | 3 | -2 | 12 | 10 | -2
COc1ccccc1-c1cn[nH]c1-c1ccc(OCc2ccccc2F)cc1O | -3 | 15 | 1 | 5 | 3 | 3 | 18 | 19
COc1ccc2[nH]c3c(c2c1)CCN1C(=O)C(CC(=O)NCc2cccc(C(F)(F)F)c2)C[C@H](C(=O)N2CCOCC2)[C@@]31C (stereo not given in full) | -1 | -1 | 44 | 1 | 0 | -3 | 2 | 25
Cc1ccc2[nH]c(=O)c(CN(CCCN3CCOCC3)Cc3nnnn3C3CCCC3)cc2c1 | 1 | 7 | -2 | 13 | -3 | 10 | nt | nt
Cc1ccc(S(=O)(=O)N2CCOCC2)cc1-c1n[nH]c(=S)n1-c1ccccc1 | 46* | 5 | -4 | nt | -3 | -9 | 0 | -4
